Screens (PubChem BioAssay)
CRFBP-R2 block – antagonists of CRF-binding protein/CRF-R2 receptor complex | AID 588475 | inhibition, % at 11.8 µM | HEK293 CRF-R2/CRF-BP, CRF-induced calcium fluorescence | 0.59% of 350,000 active;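 active = inhibition of the ligand-induced calcium signal above about 50% at the single tested concentration, limit read from the data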
pCIP destab – p/CIP protein destabilization | 0.01% of 290,000 active | decrease of EGFP signal, % at 10 µM | F442A p/CIP-EGFP cells, EGFP fluorescence, 16 h | Q05BA5;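 active = EGFP signal decrease of at least 30% at 10 µM or well 3 SD below plate mean, unless failing retest; inactive = the rest, including hits failing retest or dose response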; also: some compounds called inactive have numbers as strong as hits; many of its hits are not listed in these tables
GalR3 antagonist – blocks the human galanin receptor 3; O60755; HEK293 GalR3-CNG cAMP membrane potential fluorescence; galR3 body fused to GalR1 C-terminus; inhibition, % at 3 µM; 0.44% of 360,000 active;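 active = inhibition above the screen-wide average plus 3 SD, cut at about 13% in these data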;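 also: forskolin and galanin both at EC90 stimulate the cells; cAMP rise reported by CNG channel membrane potential dye signal; 0% = forskolin plus galanin with DMSO and 100% = forskolin alone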
PHOSPHO1 block – PHOSPHO1 (human) inhibition; Q8TCT1; recombinant PHOSPHO1, absorbance phosphatase assay; inhibition, % at 13.3 µM; 1.1% of 290,000 active; in the data active = inhibition above about 60%
IDE cell activ – activators of human insulin-degrading enzyme in cells. activation, % at 5.96 µM. AID 493087. 0.073% of 340,000 active. HEK cells, FAbeta-B cleavage, fluorescence polarization; 0% vehicle, 100% cell-free pure enzyme wells. P14735;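 active = activation above the mean of all tested compounds plus 3 SD, set per screening campaign, cut at about 17% in these data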
Target sequence (P14735 whole entry, looked up): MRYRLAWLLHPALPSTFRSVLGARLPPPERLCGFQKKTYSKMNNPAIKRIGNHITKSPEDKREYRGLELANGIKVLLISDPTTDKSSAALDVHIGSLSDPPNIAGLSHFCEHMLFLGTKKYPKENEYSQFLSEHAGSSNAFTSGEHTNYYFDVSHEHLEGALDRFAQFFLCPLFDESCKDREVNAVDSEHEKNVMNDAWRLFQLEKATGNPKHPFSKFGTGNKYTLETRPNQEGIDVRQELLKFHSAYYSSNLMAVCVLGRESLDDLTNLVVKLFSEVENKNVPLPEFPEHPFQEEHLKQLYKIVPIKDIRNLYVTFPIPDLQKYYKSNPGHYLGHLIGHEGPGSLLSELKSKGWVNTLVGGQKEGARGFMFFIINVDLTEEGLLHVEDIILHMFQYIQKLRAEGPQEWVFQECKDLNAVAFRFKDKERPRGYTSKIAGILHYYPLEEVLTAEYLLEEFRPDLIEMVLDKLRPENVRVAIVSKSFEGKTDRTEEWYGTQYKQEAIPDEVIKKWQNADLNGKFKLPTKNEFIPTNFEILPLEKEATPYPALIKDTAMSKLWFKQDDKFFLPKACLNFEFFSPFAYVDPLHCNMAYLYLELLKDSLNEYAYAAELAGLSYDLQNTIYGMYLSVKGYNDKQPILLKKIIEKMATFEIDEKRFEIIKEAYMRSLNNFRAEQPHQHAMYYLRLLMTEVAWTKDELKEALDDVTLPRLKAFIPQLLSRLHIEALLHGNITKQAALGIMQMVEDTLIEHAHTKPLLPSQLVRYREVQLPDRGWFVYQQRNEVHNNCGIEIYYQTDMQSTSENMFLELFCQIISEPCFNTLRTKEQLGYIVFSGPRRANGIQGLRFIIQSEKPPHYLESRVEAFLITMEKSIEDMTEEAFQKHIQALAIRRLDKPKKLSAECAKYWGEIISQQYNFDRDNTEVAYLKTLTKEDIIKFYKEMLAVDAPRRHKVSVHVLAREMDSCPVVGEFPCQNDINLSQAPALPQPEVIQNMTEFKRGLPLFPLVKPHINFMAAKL
CRFBP-R2 agonist – CRF-BP/CRF-R2 complex agonism; HEK293 CRF-R2/CRF-BP, calcium dye fluorescence (FLIPR); percent of saturating CRF peptide response; activation, % at 13.2 µM; 0.46% of 350,000 active; AID 588473;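 active = activation of at least 50%, plus an integration ratio under a set limit after plate pattern correction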;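 also: plate controls were neutral control wells without compound for no effect and CRF at EC100 for full effect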
M4 PAM – positive allosteric modulators of human muscarinic M4 receptor. activation, % at 3 µM. P08173. CHO-K1 hM4/Gqi5, Fluo-8 calcium fluorescence, ACh EC20; 0% = ACh EC20, 100% = maximal ACh. 0.4% of 360,000 active;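 active = activation above its plate's cutoff, the mean activation of sample wells plus 3 SD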; also: some results filed as inactive read as strong as hits
IDE inh – cellular human IDE inhibition; P14735; HEK cells, FAbetaB cleavage, fluorescence polarization; inhibition, % at 5.59 µM; 0.41% of 320,000 active; AID 434962;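 active = percent inhibition above the average of all tested compounds plus 3 SD, set per screening campaign, cut at about 16% in these data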;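 also: IDE supplied by intact live HEK cells; FP after avidin binding of uncleaved biotin substrate so inhibition keeps polarization high; 0% = DMSO wells and 100% = 60 µM reference IDE inhibitor Ii1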
MEKK3 PB1 HTS – MEKK3-MEK5 PB1 interaction, increase or decrease; Q99759; bead-based flow cytometry, Alexa488-MEK5 binding to MEKK3; actives lie on both sides; 0 = blocked by unlabeled MEK5, 100 = vehicle; binding response (% of control), % at 10 µM; 1.4% of 290,000 active; AID 1529;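 active = binding response more than 3 SD above or below the average of its plate-row segment, actives on both sides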;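 also: Alexa488 bead fluorescence after subtracting the streptavidin-only scavenger bead signal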
* = called active by the depositor; . = no result given. The order is random. About 4.2% of those tested had a hit in this group.

SMILES	CRFBP-R2 block	pCIP destab	GalR3 antagonist	PHOSPHO1 block	IDE cell activ	CRFBP-R2 agonist	M4 PAM	IDE inh	MEKK3 PB1 HTS
CCOc1ccc(NC(=O)CSc2nnc(-c3cc(C)[nH]n3)n2N)cc1	-10	-6	2	28	3	-0.4	2	0	101
CC(C)[C@H]1COCCS(=O)(=O)N1Cc1ccccc1-c1cccc(Cl)c1	-6	.	-3	.	5	1.4	-13	.	.
Cc1ccc2c(c1)NC(=O)c1cccc([N+](=O)[O-])c1CO2	.	-9	-3	37	.	.	.	3	109
Cc1ccc(OCC(=O)N/N=C/c2cccnc2)cc1C	5	-20	1	40	3	0.0	9	7	93
COCCN(CC(=O)NCc1ccc(F)cc1)C(=O)CCC(=O)Nc1nccs1	6	-6	-2	43	3	-0.2	0	-4	111
Cc1ccc(NC(=O)Nc2ccccc2)cc1[N+](=O)[O-]	13	-8	1	11	-2	-1.5	-27	5	95
COc1ccc(C(=O)Cn2c(Br)nc3c2c(=O)n(C)c(=O)n3C)cc1OC	-11	-1	-3	-8	-1	0.2	-1	4	102
C[C@@H]1[C@H]2CCCC[C@H]2CN(C(=O)OC(C)(C)C)[C@@H]1CC(=O)c1ccccc1	-4	.	-7	.	3	1.6	-7	.	.
COc1cccc(NC(=O)CN(C)C(=O)CCCc2c[nH]c3ccccc23)c1	-2	.	-5	.	7	-0.8	-2	-6	.
CCn1c(SCC(=O)Nc2oc(C)c3c(C)n[nH]c(=O)c23)nnc1-c1ccco1	16	.	-4	.	.	2.2	5	.	.
CCN1CCC[C@H]1CNCCCn1cnc2c(SC)ncnc21	-7	.	-6	.	.	0.7	0	.	.
CCOC(=O)COc1ccccc1/C=N/Nc1nnc2c3ccccc3n(C)c2n1	6	.	-2	.	.	-0.9	-6	9	.
CCOC(=O)C1(C)/C(=N/Nc2cccc(Cl)c2)C(=O)C(=O)N1c1ccccc1 (centres undefined)	7	11	-2	0	9	-1.0	9	3	104
CC(C)C1C(=O)N(Cc2cn(CCC3OCCCO3)nn2)CCS(=O)(=O)N1Cc1ccc(-c2ccncc2)cc1 (centres undefined)	4	.	-3	.	.	0.7	0	.	.
COc1ccc(C2N(C(=O)N3CCOCC3)CCN2S(=O)(=O)c2ccc(C)cc2)cc1 (centres undefined)	22	-6	-8	-5	-1	0.3	4	2	101
O=C(Nc1cccc(Cl)c1)N1CCN2C(=O)c3ccccc3C12c1ccccc1 (centres undefined)	30	-10	-5	16	7	5.8	1	-2	89
C=CCn1cnc2c(nnn2-c2ccc(OC)c(OC)c2)c1=O	8	-6	11	8	11	-0.2	-1	-3	106
COc1cccc([C@@H]2Oc3ccc(OC)cc3C(=O)[C@H]2OC(=O)NCc2ccc3c(c2)OCO3)c1	.	-6	.	-4	.	.	.	5	98
Cc1cccc(-c2cccc(NC(=O)C3CCCN(C(=O)c4csc(C)n4)C3)c2)c1 (centres undefined)	3	6	-9	12	1	-1.2	-6	3	102
O=C(/C=C/c1ccc([N+](=O)[O-])cc1)NCc1cccs1	7	-2	-5	2	4	0.2	18	7	107

Exported field by field: part of the list above
molecule: CCN1CCC[C@H]1CNCCCn1cnc2c(SC)ncnc21
  CRFBP-R2 block: -7; pCIP destab: .; GalR3 antagonist: -6; PHOSPHO1 block: .; IDE cell activ: .; CRFBP-R2 agonist: 0.7; M4 PAM: 0; IDE inh: .; MEKK3 PB1 HTS: .
molecule: CCOC(=O)COc1ccccc1/C=N/Nc1nnc2c3ccccc3n(C)c2n1
  CRFBP-R2 block: 6; pCIP destab: .; GalR3 antagonist: -2; PHOSPHO1 block: .; IDE cell activ: .; CRFBP-R2 agonist: -0.9; M4 PAM: -6; IDE inh: 9; MEKK3 PB1 HTS: .

(list continues)
SMILES	CRFBP-R2 block	pCIP destab	GalR3 antagonist	PHOSPHO1 block	IDE cell activ	CRFBP-R2 agonist	M4 PAM	IDE inh	MEKK3 PB1 HTS
COc1cccc(C2=CC(c3ccc(OC)c(OC)c3)NC(=S)N2)c1 (centres undefined)	8	-3	4	41	.	1.7	.	-3	92
Cc1ccc([N+](=O)[O-])cc1NC(=O)Cc1cccs1	12	9	-3	18	4	0.7	-4	0	98
O=C(NC1CCCC1)c1cc(Cl)ccc1[N+](=O)[O-]	17	8	-3	21	1	-0.9	-3	5	96
O=C1c2ccccc2C(Nc2ccc(S(=O)(=O)N3CCOCC3)cc2)N1c1cccnc1 (centres undefined)	5	-5	.	-4	3	5.7	-4	6	106
CN(CC(=O)Nc1ccc(Cl)c(C(F)(F)F)c1)Cc1cc(=O)n2ccsc2n1	-15	13	-2	28	-6	-4.1	-1	1	102
Cc1cc(C)n(C(=O)c2ccc(C)c(S(=O)(=O)N3CCCC3)c2)n1	-30	-11	1	-3	2	0.3	6	-2	98
COc1ccc(CC(=O)OCC(=O)c2ccc(OC)cc2)cc1	-6	-7	6	1	0	-3.1	5	-4	92
CCCNC(=O)COC(=O)CCC(=O)c1cccs1	-13	8	-5	1	-5	3.3	6	-8	104
COc1cc(C(=O)OCC(=O)c2cc(C)n(C)c2C)cc(OC)c1OC	-3	-5	-1	9	4	-0.4	-6	-1	93
CN(C)/C=N/C(=S)Nc1ccccc1	16	14	-2	41	1	-0.5	13	1	100
CCNc1nc(NC(C)(C)C)nc(N2CCCC2)n1	-14	-2	-10	11	2	-0.7	-6	0	106
CN(CC(=O)Nc1ccc(F)c(F)c1F)C(=O)c1ccc2c(c1)S(=O)(=O)N=C1CCCCCN12	2	.	-1	.	0	-0.2	11	3	.
Nc1nonc1C(=O)NCCNc1ccc([N+](=O)[O-])cc1	3	-5	-5	44	.	-2.3	3	3	96
COc1ccc(N(CC(=O)NCc2ccco2)C(=O)CCC(=O)Nc2nccs2)cc1	-17	0	-7	20	0	1.4	-1	0	104
N#CCCSCc1ccc(C(=O)O)o1	18	-9	-10	11	5	0.4	1	-2	103
Cc1cc(C)n(C(=O)c2ccc(S(=O)(=O)N3CCCC3)cc2)n1	4	-10	-3	5	-2	0.4	-1	-4	107
Cc1ccccc1OCC(=O)Nc1ccc(S(=O)(=O)Nc2ccccn2)cc1	-17	1	3	0	9	0.5	7	-3	136*
CCCCCOC(=O)c1ccc(N2C(=O)C3C4C=CC(C4)C3C2=O)cc1 (centres undefined)	-19	5	-8	7	1	2.2	-8	2	88
O=C(Cc1ccc(-n2c(=O)c3sccc3n(CC(=O)Nc3ccccc3)c2=O)cc1)NCc1ccco1	15	-3	-3	10	6	1.2	18	4	92
CN(Cc1ccccc1)C(=O)c1[nH]cnc1C(=O)Nc1ccccc1	-1	.	-8	.	1	-0.5	-1	-6	.
CC(=O)NC(C)C(=O)OCc1ccc(Cl)cc1Cl (centres undefined)	21	0	-4	0	3	-1.6	15	1	98
CC(=O)c1ccc(N2CCN(c3ccnc4cc(Cl)ccc34)CC2)cc1	6	4	-9	35	-46	-1.3	-8	25*	100
COc1cc(SC#N)ccc1N=Cc1c(C)[nH]n(-c2ccc(Cl)cc2)c1=O	-12	-49	1	7	1	-0.8	0	0	101
O=C(c1cccnc1)N1CCN(c2ccccc2Cl)CC1	.	9	.	14	.	.	.	-7	104
O=C(Nc1ccc(Cl)c(Cl)c1)Nc1cc(C(=O)NC2CC2)ccc1Cl	.	4	.	9	.	.	.	11	110
O=C(Cc1c(F)c(F)c(F)c(F)c1F)OC12CC3CC(C1)C(=O)C(C3)C2	1	-9	-4	-3	-3	1.5	10	3	100
Cc1nn2c(NCc3ccccn3)cc(C(C)(C)C)nc2c1-c1ccccc1	9	-4	-2	27	0	-1.4	-4	-1	91
O=C(NCc1ccc2c(c1)OCO2)c1cccnc1Cl	18	0	-6	-29	0	-1.6	3	0	103
Cc1c(NC(=O)COC(=O)c2ccccc2O)c(=O)n(-c2ccccc2)n1C	4	.	-7	.	.	-1.6	4	.	.
COc1ccccc1NS(=O)(=O)c1cc(NC(=O)c2ccccc2C)ccc1N1CCOCC1	9	.	-7	.	2	6.9	-9	.	.
Cc1ccc(NC(=O)Cn2cccc2)cc1C	14	5	-8	36	-1	-2.3	-4	-1	98
CN(C)c1ccc(NC(=O)N2CCOCC2)cc1	-17	-14	-2	2	3	-1.0	7	-10	87
COc1ccccc1Cc1nnnn1CC(=O)O	3	22	-5	3	8	4.2	8	-1	102
O=C(COC(=O)c1ccccc1Nc1ccccc1F)c1ccccc1	3	4	1	36	3	0.1	-8	-1	108
CCCCn1c(-c2c(Cl)c(C)nn2C)n[nH]c1=S	35	-7	-7	-12	0	-0.1	1	8	100
O=C(CC1C(=O)NCCN1CC1CCCCC1)NCc1ccc(Cl)cc1 (centres undefined)	-6	-8	-3	30	2	0.9	2	1	117
COc1cc(/C=C(\C#N)c2ccccn2)cc(OC)c1O	-33	-27	-7	-8	-166	35	-12	160*	97
CCN(C(=O)COC(=O)c1ccccc1Cc1ccccc1)C1CCS(=O)(=O)C1 (centres undefined)	-7	.	-5	.	2	-0.3	8	2	.
CCC1(O)CC2CN(CCc3c([nH]c4ccccc34)C(C(=O)OC)(c3cc4c(cc3OC)N(C=O)C3C(O)(C(=O)OC)C(OC(C)=O)C5(CC)C=CCN6CCC43C65)C2)C1 (centres undefined)	19	.	-2	.	3	9.0	2	.	.
C[C@@H]1CN([C@@H](C)CO)C(=O)c2cc(NC(=O)Nc3ccc4c(c3)OCO4)ccc2O[C@H]1CN(C)S(=O)(=O)c1ccc(F)cc1	16	.	-4	.	-3	-1.5	2	4	.
O=C(Cn1nc(-c2ccccc2)ccc1=O)NCC1COCCO1 (centres undefined)	6	-12	-5	-4	2	-0.8	4	0	104
COc1cc(/C=N\NC(=O)C(C)(C)O)ccc1OC/C=C/c1ccccc1	-2	3	-3	11	2	-1.4	-3	.	101
O=C(COc1ccccc1)Nc1nnc(-c2ccc(Cl)s2)o1	1	-10	-3	-5	9	-0.7	0	8	106
CC(C)(C)c1cc(NS(=O)(=O)c2cccs2)no1	14	-7	-1	.	7	-2.6	-2	4	109
CC(C)(C)OC(=O)NC(CNCc1ccccc1)Cc1ccccc1 (centres undefined)	-16	.	-6	.	5	3.4	1	1	.
CCOc1ccc(NC(=O)CC2C(=O)N(c3ccccc3)C(=O)N2Cc2ccccn2)cc1 (centres undefined)	1	6	-5	8	1	2.2	-1	4	101
CCOC(=O)c1nc(C)c(C(C)=O)s1	-1	-4	-4	39	2	-0.6	4	-3	89
CCN(CC(=O)Nc1ccc2c(c1)OCCO2)C(=O)/C=C/c1cccc(C(F)(F)F)c1	4	.	-6	.	8	-0.3	7	5	.
COC(=O)c1ccc(COC(=O)C(NC(=O)Cc2ccccc2)C(C)C)cc1 (centres undefined)	5	.	-5	.	6	-0.1	-3	.	.
Cc1c(OCc2ccc([N+](=O)[O-])cc2)ccc2c3c(c(=O)oc12)CCC3	-3	4	2	6	-3	0.2	5	-1	93
(cont.)
SMILES	CRFBP-R2 block	pCIP destab	GalR3 antagonist	PHOSPHO1 block	IDE cell activ	CRFBP-R2 agonist	M4 PAM	IDE inh	MEKK3 PB1 HTS
CC(NC1CCN(Cc2ccccc2)CC1)c1ccc(F)cc1 (centres undefined)	1	-3	-4	3	1	-1.1	-7	3	99
Cn1c(CN2CCCCC2)nc2cc(NC(=O)c3ccccc3Cl)ccc21	2	0	-5	28	0	0.5	-2	1	102
Brc1ccc(OCCCN2CCOCC2)cc1	-3	-9	16*	12	4	0.0	0	0	107
O=c1cc(O)c(-c2ccccc2)c(Cl)[nH]1	37	6	-4	3	-3	-1.4	-4	3	114
COc1ccccc1C(=O)NC(=O)Cn1nc(C)c([N+](=O)[O-])c1C	3	.	0	.	1	-0.5	8	1	.
Brc1ccc(-c2noc(COc3ccc4c(c3)CCC4)n2)o1	25	-20	1	-6	2	7.8	14	-2	99
